Bioassay records: PubChem BioAssay, Columbia University Molecular Screening Center
Htt clearance – mutant huntingtin protein clearance; AID 853; HeLa Exon1htt(103Q)mCFP, aggregate imaging; zero = plate's median compound well; inhibition, % at 1.5 µM; actives 0.42% (n = 47,000);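 active = inhibition of aggregate fluorescence above about 70%, also judged a hit by eye on the cell image, limit read from the data, passing the limit was not always enough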;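 note: cells exposed to compound for three days before fixation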
Htt clearance grain fraction – second read-out of Htt clearance, no call of its own (marks repeat the call); fraction fluorescence in grains; measured here: aggregate grain fluorescence fraction; stronger effect = lower value;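 scaled fraction of total cell fluorescence in grains with unit not stated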
Active calls of the source: *; i = inactive.

SMILES	Htt clearance	Htt clearance grain fraction
COc1ccc(-c2nnc(CSc3nc4ccccc4c(=O)n3CC(C)C)o2)cc1OC	11	38
O=C(O)CN1C(=O)SC(Nc2ccccc2)C1=O (stereo not given)	-114	43
O=C(CCN1CCN(c2ccc(F)cc2)CC1)Nc1ccccc1F	23	13
O=C1CC(N2CCN(c3ccc(F)cc3)CC2)C(=O)N1Cc1ccc(N2CCCC2=O)cc1 (stereo not given)	11	17
Nc1c(C(=O)OCC2CCCO2)c2nc3ccccc3nc2n1-c1ccc2c(c1)OCCO2 (stereo not given)	-32	53
CCOC(=O)N1CCC(NC(=O)C(Cc2ccccc2)NC(=O)c2ccco2)CC1 (stereo not given)	-77	36
O=C(Nc1cccc2ccccc12)c1ccc(Cn2cc(Cl)cn2)cc1	-25	42
CCc1ccc(NS(=O)(=O)c2ccc3[nH]cc(C(=O)NCC4CCCO4)c(=O)c3c2)cc1 (stereo not given)	-27	51
O=c1cc(O)n(-c2ccccc2)c(=S)[nH]1	29	14
CC1(C)Cc2c(C#N)c(N3CCN(C(=O)c4ccccc4)CC3)nc(-c3ccco3)c2CS1	-15	22
O=C(NCCc1ccccc1)c1cc2sccc2n1Cc1ccccc1	12	38
COCCCNC(=O)c1ccc2c(=O)n(C3CCCC3)c(=S)[nH]c2c1	11	33
COC(=O)CSc1ncnc2c1sc1nc(-c3ccco3)c3c(c12)CC(C)(C)OC3	12	17
O=C(NCC1CCCO1)C(C(=O)c1ccc(F)cc1)n1ccccc1=O (stereo not given)	11	33
COn1c(=O)c(=O)n(O)c2ccccc21	-16	44
NC(=O)CSc1nc2scc(-c3ccco3)c2c(=O)n1-c1ccccc1	-60	58
O=C(NCc1ccc2c(c1)OCO2)c1cc(-c2ccccc2Cl)on1	5	38
Cc1onc(-c2ccccc2)c1C(=O)N1CCCSC1=Nc1ccccc1	-16	23
COc1ccc(-c2c(C)nn(-c3ccccc3)c2N)cc1OC	1	19
CC(=O)NCc1ccc(-c2csc(N)n2)s1	-30	55
NS(=O)(=O)c1ccc(CCNc2nc(CN3CCOCC3)nc3sc4c(c23)CCC4)cc1	15	38
CCCN(C(=O)CSc1nnc(-c2ccoc2C)n1N)C1CCS(=O)(=O)C1 (stereo not given)	-17	41
CCN1C(=O)c2ccc(C(=O)Nc3nccs3)cc2C1=O	-7	19
O=C(CN(C(=O)CNC(=O)c1ccco1)c1ccc2c(c1)OCO2)NC1CCCCC1	-48	30
C=CCn1c(=N)n(CC(=O)OC)c2ccccc21	25	16

Later entries
SMILES	Htt clearance	Htt clearance grain fraction
COc1ccccc1CNC(=O)Cn1nnc(-c2ccncc2)n1	9	33
C=CCn1c(Cc2cccs2)nnc1SCC(=O)Nc1ccc(OC)cc1	-34	54
Cc1ccc(N2CC(C(=O)NCCCn3ccnc3)CC2=O)cc1 (stereo not given)	5	28
CC(NC(=O)CSc1nc2c(c(C(F)(F)F)n1)CCc1ccccc1-2)c1ccccc1 (stereo not given)	-18	23
CCN(CC)c1ncnc2sc3c(c12)CCC3	2	41
COc1ccccc1CCNC(=O)CCSc1nc(-c2ccco2)cc(C(F)(F)F)n1	-10	20
COc1ccc(-c2nc(SC)n(S(=O)(=O)c3ccccc3)n2)cc1	45	11
O=C1CC(c2cccs2)c2cc3c(cc2N1)OCCO3 (stereo not given)	44	11
COc1ccc(Oc2cc(C)c3cccc(C)c3n2)cc1	5	20
CCOC(=O)C1C(=O)CC(C)(O)C(C(=O)OCC)C1c1ccc(Br)cc1 (stereo not given)	-6	39
c1ccc(OCc2nnc3sc(C4COc5ccccc5O4)nn23)cc1 (stereo not given)	-47	60
CCC(c1nnc(SCC(=O)NC23CC4CC(CC(C4)C2)C3)o1)N(C)C (stereo not given)	-11	24
Cc1ccc2cc3c(N)c(C(=O)N4CCOCC4)sc3nc2c1	-70	35
CC(=O)c1cc(C)ccc1OC(=O)c1cccnc1	25	13
O=C(Cn1nc(C(F)(F)F)c2c1CCC2)NCc1ccc(Cl)cc1	-57	30
O=C(Nc1ccccc1)c1cc(-c2ccccc2Cl)no1	-54	59
CC1(C)NC(=O)N(CNc2cc(Cl)ccc2Cl)C1=O	61	6.9
Cn1cnc([N+](=O)[O-])c1Nc1ccccc1O	-20	22
Cc1cc2c(=O)n(Cc3ccco3)c(SCC(=O)NCc3ccco3)nc2s1	16	17
COc1cc2c(cc1OC)C(c1ccccc1O)N(C1CC(=O)N(c3ccccc3)C1=O)CC2 (stereo not given)	-13	23
COc1cccc(/C=N/n2c(CO)nc3ccccc32)c1OC	0	20
CCc1c(C(=O)Nc2ccc(OC)cc2)[nH]c(C)c1C(C)=O	-52	57
O=C(NCCN1CCOCC1)c1cc(=O)[nH]c2ccc(Br)cc12	-24	26
O=C(c1ccc(Cl)cc1)c1cnc(-c2ccccc2)s1	16	32
COc1ccc(CCNC(=O)c2ccc(N3CCCC3=O)cc2)cc1OC	-12	22

Further entries
SMILES	Htt clearance	Htt clearance grain fraction
C=CCNC(=O)c1c(N)n(-c2ccc3c(c2)OCO3)c2nc3ccccc3nc12	57	8.2
O=C(COC(=O)c1cncc(Br)c1)NC1CC1	-27	25
Cc1cc(C)cc(OCc2ccc(C(=O)O)o2)c1	13	17
Cc1ccc(Nc2nc(CSc3nnnn3-c3ccccc3)cc(=O)[nH]2)cc1	-108	44
CCN(CC)c1nc2ccccc2n2cnnc12	22	28
COc1ccc(N(CN2C(=O)c3ccccc3C2=O)C(=O)C(C)C)cc1	-45	26
COc1cc(C(=O)N2CCN(C/C=C/c3ccccc3)CC2)cc(OC)c1OC	-75	34
Cc1cc(C)c(C)c(OCc2nc(-c3cccnc3)no2)c1	14	16
O=S(NCc1ccccc1)C12CC3CC(CC(C3)C1)C2 (stereo not given)	14	15
COc1ccc(C2CC(c3ccccc3Cl)Nc3ncnn32)cc1OC (stereo not given)	3	18
O=C(O)CSc1nc2c(c(=O)[nH]1)CCCC2	-46	28
Cc1cc(Cl)c(S(=O)(=O)NC2CCCCC2)cc1OCC(=O)Nc1nncs1	9	18
N#CC1=C(N)Oc2n[nH]c(-c3cccs3)c2C1c1cccnc1 (stereo not given)	-29	25
COc1ccc(CCCc2nnc(SCC(=O)Nc3cc(C)c(C)cc3Br)o2)cc1	13	32
COc1ccc(-n2c(O)c(C=NC3CC3)c(=O)[nH]c2=O)cc1	-18	43
CCN(CC)CCNC(=O)CCn1c(=S)[nH]c2cc3c(cc2c1=O)OCO3	8	19
CCCCN(CC)C(=O)CN1C(=O)c2ccccc2C1=O	-27	30
Nn1c(SCc2nc3ccccc3[nH]2)nnc1C1CCCCC1	40	12
CCCCOC(=O)Cn1c(=N)n(CCN2CCOCC2)c2ccccc21	-19	23
O=C(Cn1nc(-c2ccccc2)ccc1=O)NCC1CCCO1 (stereo not given)	-19	47
CN(C)c1ccc(-n2cc3c(=O)n(C)c(=O)n(C)c3c2)cc1	-12	41
CCc1c(C(C)O)oc2ccc3c(C)cc(=O)oc3c12 (stereo not given)	-16	21
COc1ccccc1NC1C=CS(=O)(=O)C1 (stereo not given)	1	36
COC(=O)c1ccc(/C(O)=C(\C#N)c2nc3ccccc3s2)cc1	7	34
CCCCC(=O)Nc1ccc2c(c1)oc1ccccc12	-54	30

(list continues)
SMILES	Htt clearance	Htt clearance grain fraction
CCOC(=O)c1c(C)n(C)c2ccc(OC(C)C(=O)OC)cc12 (stereo not given)	-7	20
COc1ccc(-c2nnc(-c3cccs3)o2)cc1OC	-32	25
CCS(=O)(=O)N1CCC(C(=O)NCc2cc(OC)ccc2OC)CC1	-32	28
CCOC(=O)N1CCN(c2c(N3CCN(c4cccc(C(F)(F)F)c4)CC3)c(=O)c2=O)CC1	55	15
Cc1cccc(CCNC(=O)CN(C)S(=O)(=O)c2ccc3c(c2)c(=O)n(C)c(=O)n3C)c1	i	276
COCCCn1c(-c2ccsc2)nc2c1c(=O)[nH]c(=O)n2Cc1ccccc1	66	12
Cc1ccc(-n2ncc3c(=O)[nH]c(SCC(=O)N4CCCc5ccccc54)nc32)cc1	18	30
O=C(Cn1ncc2c(=O)oc3ccccc3c21)Nc1nc2ccccc2s1	18	16
c1ccc(-n2ncc3c(N4CCCCC4)ncnc32)cc1	45	25
COc1ccccc1NS(=O)(=O)c1ccc(Br)s1	-7	19
CN(CC(CC(=O)Nc1nncs1)c1ccccc1)S(=O)(=O)c1ccc(Br)cc1 (stereo not given)	-4	35
Cn1nnnc1SCC(=O)NCc1ccco1	-46	28
O=C1OCCC1Sc1nnc(-c2ccco2)o1 (stereo not given)	30	14
COC(=O)c1cc(-c2ccc(Br)cc2)on1	22	29
CCN(CC)C(=O)CSc1nnc(SCc2ccc(Cl)cc2)s1	40	26
COc1ccc(C(C)=O)c(OC(=O)c2ccc(OC)c(OC)c2)c1	34	13
Brc1ccc(NC2=Nc3ccccc3CC2)cc1	65	14
Nc1sccc1C(=O)c1ccc(Cl)cc1	23	13
O=C(c1ccsc1)N1CCN(C(=O)c2cccs2)CC1	-16	24
Cn1c(=O)oc2cc(S(=O)(=O)N3CCCC(C(=O)NC4CCCc5ccccc54)C3)ccc21 (stereo not given)	61	18
CCOC(=O)N1CCN(C(=O)C2CCCCC2)CC1	-60	37
Cc1ccccc1NC(=O)CCN1CCN(C/C=C/c2ccccc2)CC1	32	31
CSc1nc2ccccc2n1C(=O)NC1CCCCC1	11	19
Cc1ccc(N2CC(C(=O)N3CCc4ccccc43)CC2=O)cc1 (stereo not given)	0	39
CCn1c(SCc2nc3ccccc3s2)nnc1-c1ccccc1	-13	23

Exported as labelled records: entries from further up.
CCOC(=O)N1CCN(C(=O)C2CCCCC2)CC1
  Htt clearance: -60
  Htt clearance grain fraction: 37
O=C(c1ccsc1)N1CCN(C(=O)c2cccs2)CC1
  Htt clearance: -16
  Htt clearance grain fraction: 24
O=C1OCCC1Sc1nnc(-c2ccco2)o1 (stereo not given)
  Htt clearance: 30
  Htt clearance grain fraction: 14

Next part.
SMILES	Htt clearance	Htt clearance grain fraction
CCc1nnc(-n2nc(C)cc2-c2ccccc2)n1N	18	16
CC(C)(C)n1nnnc1C(c1cccs1)N1CCCC2(CCCCC2)C1 (stereo not given)	10	17
Cc1occc1-c1nnc(SCC(=O)c2cc3ccccc3oc2=O)o1	4	38
CC(C)n1nc(C(=O)NCCc2ccc(S(N)(=O)=O)cc2)c2ccccc2c1=O	-4	39
Oc1ccc(-c2csc(NCc3ccco3)n2)cc1	-53	65
O=c1cc(-c2ccccc2)[nH]n1-c1nc2ccccc2[nH]1	44	12
Cc1oc2c(CN3CCOCC3)c(O)ccc2c(=O)c1-c1ccccc1	-66	58
O=P(CCNCc1ccco1)(c1ccccc1)c1ccccc1	-13	24
O=C(CSc1n[nH]c(-c2cccnc2)n1)Nc1ccccc1	61	7.5
O=C1N(O)C2(C=CCCC2)/C(=N\O)C12CCCCC2 (stereo not given)	-18	48
O=C(Nc1ccccc1)N1CCc2ccccc21	-303	71
COCCn1c(C)cc(C(=O)COC(=O)c2ccc(NC(=O)CC#N)cc2)c1C	-155	50
COc1cc(C)ccc1S(=O)(=O)N1CCN(C23CC4CC(CC(C4)C2)C3)CC1	1	19
COc1ccc(C2NCCO2)cc1OC (stereo not given)	-80	34
Cn1nnnc1SCc1cc(=O)[nH]c2ccccc12	20	32
COCCNC(=O)CSc1nc2c(n1-c1ccccc1)CCCC2	-13	38
COC(=O)Cc1c(C)c2c(O)cc(C)cc2oc1=O	44	11
Cn1c(-c2ccc(Br)cc2)cnc1NCc1cccnc1	49	22
CCN1CC(O)=C(c2nc3ccccc3s2)C1=N	-64	32
CC1=C(C(=O)Nc2cccnc2)C(c2ccncc2)n2nnnc2N1 (stereo not given)	-41	48
CCC(=O)Nc1ccc(S(=O)(=O)Nc2cccnc2)cc1	23	15
Cc1cccc(Nc2ncnc3ccccc23)c1	18	29
C=CCNC(=O)c1oc2ccc(S(=O)(=O)N(CC)CC)cc2c1C	59	15
Cc1cc(C)cc(Nc2cnn(C34CC5CC(CC(CC(=O)O)(C5)C3)C4)c(=O)c2Cl)c1	37	13

Gathered by group, the compounds so far with fluorine.
SMILES	Htt clearance	Htt clearance grain fraction
O=C(CCN1CCN(c2ccc(F)cc2)CC1)Nc1ccccc1F	23	13
O=C1CC(N2CCN(c3ccc(F)cc3)CC2)C(=O)N1Cc1ccc(N2CCCC2=O)cc1 (stereo not given)	11	17
O=C(NCC1CCCO1)C(C(=O)c1ccc(F)cc1)n1ccccc1=O (stereo not given)	11	33
CC(NC(=O)CSc1nc2c(c(C(F)(F)F)n1)CCc1ccccc1-2)c1ccccc1 (stereo not given)	-18	23
COc1ccccc1CCNC(=O)CCSc1nc(-c2ccco2)cc(C(F)(F)F)n1	-10	20
O=C(Cn1nc(C(F)(F)F)c2c1CCC2)NCc1ccc(Cl)cc1	-57	30
CCOC(=O)N1CCN(c2c(N3CCN(c4cccc(C(F)(F)F)c4)CC3)c(=O)c2=O)CC1	55	15

Complete entries from above. Order of values: Htt clearance | Htt clearance grain fraction
O=C(Nc1ccccc1)N1CCc2ccccc21 is entered as -303 | 71
Cc1cccc(Nc2ncnc3ccccc23)c1 is entered as 18 | 29

This is a subset, so the mix of outcomes need not match the whole.
